H9c2 TAG inh – triacylglycerol accumulation inhibition; AID 651582; inhibition, % at 12.5 µM; H9c2 cells, Nile Red lipid (TAG) fluorescence; cells loaded with 200 µM oleic acid; hit rate 0.66% among 230,000;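 active = pattern-corrected inhibition of lipid staining of at least 50% with the nuclear-stain viability signal not falling by more than 50%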;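 also: 0% = DMSO wells and 100% = triacsin C control wells; some results filed as inactive read as strong as hits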
H9c2 TAG inh DAPI viability – also measured in H9c2 TAG inh; calls as there; DAPI nuclei signal change (viability), lower = more cytotoxic, %;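 whole-well DAPI fluorescence read on a plate reader as a viability signal; minus 50 percent equals half of cells still viable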
* = called active by the depositor. Not all compounds are listed; the hit share may differ from the screen's.

molecule,H9c2 TAG inh,H9c2 TAG inh DAPI viability
CCCCC(CC)C(=O)Nc1cc(C(=O)NCCC)ccc1N1CCC2(CC1)CC(c1cccc(Br)c1)=NO2 (centres undefined),47.0,6.1
CC1Nc2ncnc(N3CCOCC3)c2N(Cc2ccc(Cl)cc2)C1=O (centres undefined),25.6,11.5
O=S1(=O)N=C2CCCCCN2C(c2ccccc2)N1 (centres undefined),0.7,-11.1
COc1ccc(OC)c(NC(=O)N2CCCC(C(=O)c3ccccc3OC)C2)c1 (centres undefined),-25.8,-3.5
O=C(C1CCC1)N1CCc2cc(S(=O)(=O)NCC3COc4ccccc4O3)ccc21 (centres undefined),-2.9,1.7
COc1cc([N+](=O)[O-])ccc1-c1ccc(/C=N/NC(N)=O)o1,-11.2,13.1
Cc1ccc(C(=O)CC2(O)C(=O)N(C)c3ccccc32)o1 (centres undefined),6.9,0.8
CC(OC(=O)C1CCN(S(=O)(=O)c2ccc(F)cc2)CC1)C(=O)NC1CCCCC1C (centres undefined),-8.1,-3.0
CCc1cccc(C)c1N(C(=O)Cn1c(CO)nc2ccccc21)C(C)COC (centres undefined),9.7,7.2
Cc1ccc(F)c(S(=O)(=O)NC(=O)C2(C)CCN2C(=O)c2ccco2)c1 (centres undefined),10.5,6.8
CCOC(=O)C1C(c2ccccc2)C(C(=O)OCC)S(=O)(=O)C(CCN(CC)CC)S1(=O)=O (centres undefined),0.2,13.1
O=C(Nc1ccc(S(=O)(=O)NC2=NCCCCC2)cc1)c1ccccc1Cl,-9.6,9.0
Cc1ccc(OCC(=O)Nc2cc(S(=O)(=O)N3CCOCC3)ccc2N2CCCC2)cc1,1.9,-2.0
CN(C)C(CNC(=O)CCc1nc2sc3c(c2c(=O)[nH]1)CCCC3)c1ccccc1 (centres undefined),11.8,-3.7
O=C(c1cccc(C(F)(F)F)c1)N1CCN(CCc2ccccc2)CC1,-5.3,2.4
CCc1ccc(NC(=O)Cc2ccc(NC3=NC4CS(=O)(=O)CC4S3)cc2)cc1 (centres undefined),5.5,2.6
C#CCOc1nc(OCC#C)nc(OCC#C)n1,1.2,18.5
Cc1ccc(CNC(=O)Cc2noc3ccccc23)cc1,4.7,-4.0
O=C(CCc1ccc(S(=O)(=O)N2CCOCC2)cc1)Nc1nccs1,-5.2,-0.8
COCC(C)n1c(SCC(=O)Nc2cc(C)on2)nc2ccccc2c1=O (centres undefined),-1.1,1.4
CCCCN(C)C(=O)Cn1c(=O)oc2cc(S(=O)(=O)N3CC(C)CC(C)C3)ccc21 (centres undefined),-12.9,0.9
NS(=O)(=O)c1ccc(CNC(=O)/C=C/c2ccco2)cc1,11.2,-6.2
Cc1ccc(NC(=O)CS(=O)CC(=O)NCC2CCCO2)cc1 (centres undefined),7.9,6.4
Cn1ncc(N=Cc2ccccc2)c1C(N)=O,-4.8,-16.4
CN1C(=O)CC(c2cn(Cc3ccccc3)c3ccccc23)C1=O (centres undefined),-7.2,-3.9
CN(C(=O)CSc1n[nH]c(=O)[nH]c1=O)c1ccccc1,8.9,26.7
C[C@H]1CN([C@@H](C)CO)C(=O)CCCn2nncc2CO[C@@H]1CN(C)Cc1cccc(C(F)(F)F)c1,-2.2,-3.8
O=S(=O)(Nc1ccc(O)c2ccccc12)c1ccc(OC(F)(F)F)cc1,8.1,-5.2
Cc1ccc(-c2nc3ccccc3c(=O)n2CCCn2ccnc2)cc1,-36.0,-11.3
CCOc1ccc(CCNC(=O)COC(=O)/C=C/c2ccc(OC)c(OC)c2)cc1OCC,42.2,-3.5

Among those listed so far, 3 have two or more sulfur atoms.
molecule,H9c2 TAG inh,H9c2 TAG inh DAPI viability
CCOC(=O)C1C(c2ccccc2)C(C(=O)OCC)S(=O)(=O)C(CCN(CC)CC)S1(=O)=O (centres undefined),0.2,13.1
CCc1ccc(NC(=O)Cc2ccc(NC3=NC4CS(=O)(=O)CC4S3)cc2)cc1 (centres undefined),5.5,2.6
O=C(CCc1ccc(S(=O)(=O)N2CCOCC2)cc1)Nc1nccs1,-5.2,-0.8

(further entries)
molecule,H9c2 TAG inh,H9c2 TAG inh DAPI viability
COc1ccc(N2CCN(C(=O)CCCn3c(=O)[nH]c4ccsc4c3=O)CC2)cc1,-6.0,-1.6
COc1ccc(S(=O)(=O)N2Cc3ccccc3CC2C(=O)N2CCOCC2)cc1OC (centres undefined),4.0,3.4
O=C(Nc1ccccc1Cl)Nc1ccccc1Cl,-4.5,75.2
O=C(CSc1ncnc2c1nnn2Cc1ccc(F)cc1)NC1CCCC1,-3.6,-5.0
COc1cccc(/C=N/NC(=O)c2cc(C34CC5CC(CC(C5)C3)C4)[nH]n2)c1,12.3,14.7
CC(C)c1ccc(C2OCC(C)([N+](=O)[O-])CO2)cc1 (centres undefined),1.7,-3.8
CN(CC(=O)Nc1ccc(S(=O)(=O)N2CCCC2)cc1)CC(=O)Nc1cccc(F)c1,7.7,-15.0
Cc1ccccc1SCC(=O)Nc1cc(S(=O)(=O)N2CCOCC2)ccc1N1CCOCC1,6.8,-13.9
CC1=C(C(=O)Nc2ccccc2)C(c2ccc(C)o2)n2c(s/c(=C/c3ccccc3)c2=O)=N1 (centres undefined),14.5,-1.7
CCc1cc(=O)[nH]c(SCCC(F)=C(F)F)n1,10.8,-6.6
CCSc1ccc([C@@H]2[C@@H]3C(=O)N(CC)C(=O)[C@@H]3[C@]3(C(=O)OC)CCCCN23)cc1OC,11.0,-6.7
Cc1c(O)ccc(C(=O)CN2C(=O)c3ccccc3C2=O)c1O,7.4,-2.6
COc1ccccc1N1CCN(C(=O)CN(C2CCCCC2)S(C)(=O)=O)CC1,-0.9,-2.8
COc1ccc([C@@H](C)NC(=O)CCc2nnc(-c3cc(C)on3)o2)cc1,5.0,-3.3
COc1ccccc1NC(=S)N(c1ccccc1)C(C)C,4.7,-2.6
O=C(C1=C[C@@H](c2ccccc2)C[C@@H](OCc2ccc(CO)cc2)O1)N1CCCCCCC1,-13.9,4.5
CN1CCN(Cc2nc3c(c(=O)[nH]c(=O)n3C)n2Cc2c(F)cccc2Cl)CC1,2.3,-10.4
CC(Oc1ccccc1)C(=O)Nc1nnc(S(=O)(=O)N2CCCCCC2)s1 (centres undefined),1.7,-1.7
NC(=O)c1ccsc1NC(=O)COC(=O)c1ccc(Cl)nc1,4.9,2.8
O=C(c1ccc(C(=O)N2CCOCC2)s1)N1CCOCC1,6.6,-3.3
CC(C)CCN1CCN(Cc2ccc(Oc3ncccn3)cc2)CC1CCO (centres undefined),3.2,-2.3
O=C(N/N=C/c1ccccc1OC(F)F)c1cc(-c2ccncc2)nc2ccccc12,37.7,-19.5
CCCCOc1ccc(C(=O)OCC(=O)c2c(N)n(C)c(=O)n(C)c2=O)cc1,-15.1,1.5
Cc1ccc(NC(=S)NCc2ccc(S(N)(=O)=O)cc2)cc1Cl,-9.4,0.9
COc1ccc(OC)c(Cc2nnc(CCC(=O)NCc3ccc(C)s3)o2)c1,10.1,-4.8
Cc1cc(C(=O)COC(=O)C2CCN(C(=O)c3ccc(Cl)cc3)CC2)c(C)n1CC1CCCO1 (centres undefined),-6.2,-5.1
Cc1ccc(C(=O)CCC(=O)NCc2ccc(Cl)cc2)cc1,7.7,-7.7
O=C(CCNC(=O)c1ccco1)NC(Cc1c[nH]c2ccccc12)C(=O)O (centres undefined),-9.5,4.7
CC1=C(C(=O)N2CCOCC2)CC(CC(=O)NC2CCCCC2)C(=O)N1CCCN1CCCC1=O (centres undefined),-3.2,1.2
COc1ccc(CC(=O)NCC2CCCN(Cc3ccc(F)c(OC)c3)C2)cc1 (centres undefined),8.9,1.1
Cc1ccc(NC(=O)C2CCC2)cc1S(=O)(=O)N1CCCCCC1,-18.3,-0.2
N#Cc1ccc(OCC(=O)NC(=O)NC2CCS(=O)(=O)C2)cc1 (centres undefined),8.5,-2.1
CC(C)(CNC(=O)c1cccc(S(=O)(=O)N2CCCCC2)c1)N1CCOCC1,21.4,-1.8
CC1CCN(c2nc3c(c(=O)[nH]c(=O)n3C)n2CCSc2ncccn2)CC1,-2.0,3.2
N#Cc1c(N)n(-c2ccc(C(=O)O)cc2)c2nc3ccccc3nc12,7.0,18.8
CC(=O)CC1(OC(C)=O)C(=O)N(C)c2ccccc21 (centres undefined),2.6,1.7
CC(C)C(=O)N1CCCC1(C)C(=O)Nc1ccccc1 (centres undefined),5.1,-0.1
CCSc1ncccc1C(=O)N[C@@H](CCSC)C(=O)OC,5.9,-7.5
O=C(NCc1cccnc1)C1c2ccccc2C(=O)N1C1CCCC1 (centres undefined),-0.5,-4.4
COc1ccc(OC)c(C(O)c2coc3ccc(O)c(CN(C)C)c23)c1 (centres undefined),-3.8,14.5
CCc1ccc(Nc2n[n+](-c3ccccc3)c(-c3cccc(C)c3)s2)cc1,-5.7,-1.8
CCOC(=O)C1CSC(CC(=O)Nc2ccc(Cl)c(Cl)c2)C(=O)N1 (centres undefined),2.9,-3.6
CC(C)CNC(=S)N1CCN(Cc2ccc3c(c2)OCO3)CC1,8.2,0.1
O=C(Oc1ccc(Br)cc1C(=O)/C=C/c1ccccc1F)c1ccco1,3.8,-13.8
CCCCn1c(N)c(N(CCOC)C(=O)c2cc(S(=O)(=O)N3CCCCC3)ccc2Cl)c(=O)[nH]c1=O,8.5,-2.7
CC(C)(C)NCC(O)COc1ccccc1C1CCCC1 (centres undefined),30.2,-12.6
C[C@@H]1CN([C@@H](C)CO)C(=O)CCCn2nncc2CO[C@@H]1CN(C)S(=O)(=O)c1ccc(F)cc1,0.6,-1.4
Cc1ccc(NC(=O)CSCC(=O)N(C)CC(=O)Nc2cccc(F)c2)cc1,5.1,-9.5
Cc1nc2scc(-c3ccccc3)c2c(=O)n1/N=C/c1ccco1,0.8,-2.2
N#CC(c1ccc(N)cc1)C(CC(=O)c1ccccc1)c1ccccc1 (centres undefined),-5.8,7.1
Cc1ccc(C)c(C(=O)N2CCC(n3nccc3NC(=O)C3CC3)CC2)c1,6.6,-0.9
Cc1ccc(C(c2nnnn2C2CCCCC2)N2CCN3CCCC3C2)cc1 (centres undefined),2.3,4.0
O=[N+]([O-])c1ccc(N2CCOCC2)cc1O,-4.7,1.6
Cc1ccsc1C=C1C(=O)c2ccccc2C1=O,20.5,-11.9
Cc1cc(C(=O)OC(C)C(=O)Nc2cccc(Cl)c2)on1 (centres undefined),-2.1,-0.4
COc1ccc(NC(=O)COC(=O)C23CC4CC(CC(NC(C)=O)(C4)C2)C3)cc1S(=O)(=O)N1CCOCC1,2.8,3.7
O=C(NCc1cccs1)C1CC(c2ccc(Cl)c(Cl)c2)=NO1 (centres undefined),28.1,-33.1
CCOC(=O)CNC(=O)CNC(=O)Cn1ccc2ccccc2c1=O,5.4,23.3
CO/N=C/C(C#N)=C/c1ccc(OC)c(OC)c1,-2.6,0.0
COC(=O)c1ccc(COC(=O)C23CC4CC(CC(O)(C4)C2)C3)o1,-0.2,-0.3

(further entries)
molecule,H9c2 TAG inh,H9c2 TAG inh DAPI viability
COC(=O)c1cc(Cl)cc2c(C)c(C3(O)CCCCC3)[nH]c12,0.9,-0.1
COc1ccc(C)cc1NC(=O)CSc1nnc(COc2ccc(Cl)cc2)n1Cc1ccco1,15.7,-9.0
COc1ccccc1NS(=O)(=O)c1ccc(C(=O)N2CCCCCC2)cc1,-4.4,-2.0
O=S(=O)(Nc1cc(Cl)ccc1N1CCCCC1)c1cccs1,-17.6,15.1
Fc1cc(F)cc(NC(=S)N2CCC(c3ccccc3)C2)c1 (centres undefined),1.6,-7.0
COc1cc(C(=O)N2c3ccccc3CC2C)cc(OC)c1OC (centres undefined),-10.3,8.6
COc1ccc(C(O)Cn2cc([N+](=O)[O-])nc2C)cc1 (centres undefined),-3.5,0.8
O=C(COc1ccccc1Br)c1ccc2c(c1)OCO2,5.6,-5.6
CC[C@]12c3[nH]c4ccc(Cl)cc4c3CCN1C(=O)[C@@H](CC(=O)NCCCOC)C[C@@H]2C(=O)N1CCN(C(=O)C2CC2)CC1,17.1,-12.3
CCCCNC(=O)C1CCN(C/C(C)=C/c2ccccc2)CC1,12.2,16.7
CCCCn1c(N)c(N(Cc2ccccc2OC)C(=O)CN2C(=O)NC3(CCCC3)C2=O)c(=O)[nH]c1=O,-3.6,-1.4
CCOC(=O)c1c(C)[nH]c(C)c1C(=O)COC(=O)CNC(=O)C1CCCCC1,-4.5,10.6
CS(=O)(=O)c1cccc(C(=O)Nc2ccc(S(=O)(=O)N3CCCCC3)cc2)c1,-2.5,-1.1
CC(C)(C)[C@H]1COC(=O)[C@H](NC(=O)OCC2c3ccccc3-c3ccccc32)C/C=C\C[C@@H](CC(=O)N[C@@H](CO)Cc2ccccc2)C(=O)N1,-15.9,-14.0
Cc1cc(C(=O)COC(=O)c2ccc(O)cc2)c(C)n1-c1ccccc1F,-1.4,9.3
COc1ccc(Cl)cc1C(=O)Nc1cc(=O)n(C)c(=O)n1C,8.8,2.4
O=C(Oc1cc(=O)oc2c1c(=O)n1c3c(cccc23)CC1)c1ccccc1,8.7,11.2
